Screening results as filed in PubChem BioAssay.
ROC1-CUL1 inh: blocks human RBX1-Cullin-1 di-ubiquitin formation. in vitro K48 di-Ub FRET, acceptor:donor ratio, 45 min. inhibition, % at 10 µM. 140,000 compounds, 0.6% hits; in the data active means inhibition above about 25%
Target sequence (P62877 whole entry, looked up): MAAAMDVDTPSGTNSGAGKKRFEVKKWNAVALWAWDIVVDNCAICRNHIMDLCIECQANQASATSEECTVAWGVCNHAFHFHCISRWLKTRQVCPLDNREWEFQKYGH
Target sequence (Q13616 whole entry, looked up): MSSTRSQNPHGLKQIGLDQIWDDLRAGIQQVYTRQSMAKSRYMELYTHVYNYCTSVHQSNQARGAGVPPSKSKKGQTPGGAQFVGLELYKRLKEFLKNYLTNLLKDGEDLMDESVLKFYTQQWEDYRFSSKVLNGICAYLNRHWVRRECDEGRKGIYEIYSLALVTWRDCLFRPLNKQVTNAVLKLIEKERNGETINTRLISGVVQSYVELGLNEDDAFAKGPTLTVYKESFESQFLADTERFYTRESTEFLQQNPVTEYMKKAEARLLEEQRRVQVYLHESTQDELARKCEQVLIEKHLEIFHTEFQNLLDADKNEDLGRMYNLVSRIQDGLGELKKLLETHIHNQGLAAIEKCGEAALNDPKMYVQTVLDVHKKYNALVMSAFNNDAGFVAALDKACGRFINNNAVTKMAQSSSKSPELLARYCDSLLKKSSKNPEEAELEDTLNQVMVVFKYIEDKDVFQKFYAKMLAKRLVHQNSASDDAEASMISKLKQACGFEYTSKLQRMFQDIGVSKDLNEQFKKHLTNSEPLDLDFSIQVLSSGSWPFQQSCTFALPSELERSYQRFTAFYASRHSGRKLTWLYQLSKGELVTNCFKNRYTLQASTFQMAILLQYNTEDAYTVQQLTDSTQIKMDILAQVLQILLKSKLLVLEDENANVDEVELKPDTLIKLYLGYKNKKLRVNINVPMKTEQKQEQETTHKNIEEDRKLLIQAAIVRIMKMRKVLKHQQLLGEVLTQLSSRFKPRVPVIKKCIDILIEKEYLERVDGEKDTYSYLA
* = called active by the depositor; & = joins results of further samples. The list is partial; count on the stated rates, not on these rows.

entry	mol	ROC1-CUL1 inh
1	Cc1nn(Cc2ccc(Cl)c(Cl)c2)c(C)c1NC(=O)C12CC3CC(CC(C3)C1)C2	5
2	Cc1ccc(C(=O)Nc2nc3ccc(S(=O)(=O)N4CCCC4)cc3s2)cc1	3
3	C(=C\c1cccs1)/c1ccc[nH]1	-4
4	COc1cc(C)c(CN2CCC(n3cc(CC(C)O)nn3)CC2)cc1C (stereo not given)	-3
5	c1ccc(CCNc2nc(-c3cccnc3)nc3ccccc23)cc1	1
6	N#CC1(C2c3ccccc3-c3ccccc32)c2ccccc2-c2ccccc21	6
7	Cc1ccc(CSc2nnc(-c3ccccc3)n2CC(C)C)cc1	-5
8	Cc1ccc2c(c1)N(C(=O)Nc1cccc3c1CCCC3)CCO2	-12
9	O=c1oc2ccccc2c(N2CCN(c3ccc(F)cc3)CC2)c1CN1CCCC1	-5
10	O=C(Nc1ccc2c(c1)OCCO2)c1cccc(COc2cc(Cl)ccc2Cl)c1	8
11	O=C1c2ccc(-c3ccc4c(c3)C(=O)N(CCCO)C4=O)cc2C(=O)N1CCCO	8
12	Cc1oc(-c2ccccc2NS(=O)(=O)Cc2ccccc2)nc1CNC(=O)CCn1cccn1	5
13	Cc1nnc(NC(=O)N2CCC(O)(c3ccccc3C)C2)s1 (stereo not given)	8
14	CCOc1ccc(NC(=O)Cn2c(=O)oc3cc(S(=O)(=O)N4CCC(C)CC4)ccc32)cc1	-12
15	Cc1cccc(C)c1OCc1nc2c3cnn(-c4ccccc4Br)c3ncn2n1	7
16	Cn1cnc([N+](=O)[O-])c1Sc1ncn[nH]1	2
17	O=S(=O)(Nc1ccc(O)c2ccccc12)c1cccc2cccnc12	-13
18	CCCCCOc1ccc(NC(=O)Cn2nc3c4c(cccc42)C(=O)c2ccccc2-3)cc1	-9
19	O=C(NCCCn1nnc2ccccc21)C1CCN(c2ccccc2)C1=O (stereo not given)	-3
20	CC(=O)Oc1cc(-c2nc3ccc(Br)cc3c(=O)o2)cc(-c2nc3ccc(Br)cc3c(=O)o2)c1	-2
21	COc1ccc(-c2ccc3c(N)c(C(=O)Nc4ccc(C)cc4C)sc3n2)cc1	-2
22	OCCC1CN(Cc2ccccc2O)CCN1Cc1ccc(F)cc1 (stereo not given)	4
23	COc1cccc2c(C)cc(=O)n(CC(=O)N3CCOCC3)c12	16
24	O=C(Cn1cc(C(=O)c2cccs2)c2ccccc21)Nc1ccc(Br)cc1	3
25	CCN1CCN(C(=O)c2cc(COc3cccc(C(F)(F)F)c3)[nH]n2)CC1	-9
26	C=CCN1C(=O)S/C(=C/c2ccc(-c3cc(C(=O)O)ccc3C)o2)C1=O	7
27	Cc1ccc(C(=O)C(C)OC(=O)c2cccs2)cc1 (stereo not given)	4
28	COc1ccc(Cc2nc3ccc(C(=O)NCC4CCCCO4)cc3o2)cc1 (stereo not given)	4
29	CC1CCCCN1CCCNC(=O)Cn1ncc2c3ccccc3n(Cc3ccccc3)c2c1=O (stereo not given)	-2
30	COc1cc(/C=N\NC(=O)CN2CCOCC2)ccc1OC(C)=O	3
31	CCOc1ccccc1CNC(=O)Cn1c(-c2ccccc2)cc(C(C)=O)c1C	0
32	CCCCCn1c(=O)[nH]c2cc(C(=O)Nc3ccc(F)cc3)ccc2c1=O	-8
33	COCCCn1c(C(=O)N(C)C)cc2c(=O)n3cccc(C)c3nc21	6
34	O=C(COc1ccccc1Cl)Nc1ccc2nc(SCC(=O)N3CCCC3)sc2c1	-6
35	CCCSc1nnc2c(n1)OC(/C=C/c1ccccc1)Nc1ccccc1-2 (stereo not given)	1
36	COc1cccc(-c2ccnc3[nH]n(-c4nc(C)cc(C)n4)c(=O)c23)c1	-4
37	Cc1ccc2c(=O)cc(C(=O)Nc3ccc(S(=O)(=O)N4CCCCCC4)cc3)oc2c1	4
38	CC(C)CCC1(C2CCN(C(=O)c3cccc(F)c3F)CC2)NC(=O)N(Cc2ccccn2)C1=O (stereo not given)	-5
39	Cn1cc(CN2CCNC(=O)C2)c(-c2ccc(C3CCCCC3)cc2)n1	3
40	O=c1[nH]nnn1Cc1ccc(Cl)cc1	-5
41	O=C(NCc1cccnc1)C(=O)N/N=C/c1ccc(Cl)cc1Cl	-6
42	COc1ccc2c(c1)c1c(c(=O)n(CCc3ccccc3)c(=O)n1Cc1cccc(C)c1)n2C	0
43	N=C1CC(=O)N=C(SCC(=O)Nc2ccc(F)cc2)N1CCc1ccccc1	-3
44	NC(=O)c1cc(S(=O)(=O)NCC2CCC(C(=O)Nc3ccc(Cl)cc3)CC2)cs1 (stereo not given)	0
45	CC(C)(C)c1ccc(C(=O)CC2(O)C(=O)Nc3ccc(Br)cc32)cc1 (stereo not given)	0
46	O=C(/C=C/c1ccccc1F)NCC1CC(Cc2cccc(F)c2)=NO1 (stereo not given)	-5
47	COc1ccc(OC)c(C2CC(=O)Oc3c2c(=O)n(C)c2ccccc32)c1 (stereo not given)	-4
48	C=C(C)Cn1c(=O)c2c(nc3n(-c4cccc(O)c4)c(C)cn23)n(C)c1=O	7
49	O=S(=O)(c1ccc(Cl)cc1)N1CCN(S(=O)(=O)N2CCCCCC2)CC1	3
50	CC(C)(C)OC(=O)COC[C@@H]1OC(c2ccccc2)O[C@H]1COCC(=O)OC(C)(C)C	-7

Next part; the last 5 above are carried over.
entry	mol	ROC1-CUL1 inh
46	O=C(/C=C/c1ccccc1F)NCC1CC(Cc2cccc(F)c2)=NO1 (stereo not given)	-5
47	COc1ccc(OC)c(C2CC(=O)Oc3c2c(=O)n(C)c2ccccc32)c1 (stereo not given)	-4
48	C=C(C)Cn1c(=O)c2c(nc3n(-c4cccc(O)c4)c(C)cn23)n(C)c1=O	7
49	O=S(=O)(c1ccc(Cl)cc1)N1CCN(S(=O)(=O)N2CCCCCC2)CC1	3
50	CC(C)(C)OC(=O)COC[C@@H]1OC(c2ccccc2)O[C@H]1COCC(=O)OC(C)(C)C	-7
51	COc1ccc(S(=O)(=O)N2CCC(C(=O)Nc3ccccc3)CC2)cc1OC	-3&-1
52	O=C(NCCc1ccccc1Cl)c1ccc2c(c1)nc1n2CCCCC1	4
53	CCCc1nc2sc3c(N4CCC(C)CC4)ncnc3c2c2c1CCCC2	2
54	O=S(=O)(Cc1ccc(Cl)cc1)Nc1ccc(F)cc1	-2
55	CCCCOC(=O)Oc1cc2sc(=O)oc2cc1Br	-6
56	Cc1ccccc1OS(=O)(=O)c1ccc(F)cc1	-4
57	O=C1C(=Nc2ccc(Cl)cc2)CC(c2ccc([N+](=O)[O-])cc2)N1c1ccc(Cl)cc1 (stereo not given)	-7
58	COc1cc(NC(C)=O)c2nccc(Cl)c2c1[N+](=O)[O-]	4
59	CCOc1cc(CNc2ncn[nH]2)ccc1OC	-9
60	CC1CCC2C(=O)N(c3cccc(OS(=O)(=O)c4ccccc4)c3)C(=O)C2C1 (stereo not given)	6
61	O=C(O)c1cc([N+](=O)[O-])c(Nc2cccc3ccccc23)c([N+](=O)[O-])c1	1
62	Nc1nc2cc3nsnc3cc2s1	0
63	O=C(CCS(=O)(=O)c1cccc2nsnc12)Nc1ccc(F)cc1	5
64	Cc1ccc(NC(=O)c2sc3nc[nH]c(=O)c3c2C)cc1Cl	6
65	O=C(CCCCCCN1CCN2CCCC2C1)N1c2ccccc2Sc2ccc(Cl)cc21 (stereo not given)	7
66	O=C(c1ccc(Cl)cc1)C(c1nc2ccccc2[nH]1)n1cncn1 (stereo not given)	-3
67	CCOc1ccc2ccc(OCC)c(/C=N/NC(=O)Nc3ccc(Cl)cc3)c2c1	-9
68	COc1cc(OC)c(C(=O)Oc2ccccc2OC)cc1OC	-12
69	CCN(CC)CCNC(=O)c1ccc(Cn2c(=O)c3cccn3c3cccnc32)cc1	-9
70	O=C(Cn1ccn(-c2ccc(F)cc2)c(=O)c1=O)NCCc1ccccc1	5
71	CC(C)CN1CCC(CN(C)C(=O)c2cn(Cc3c(F)cccc3F)nn2)CC1	-5
72	O=C(N/N=C/c1c(F)cccc1Cl)c1cc2ccccc2cc1O	-2
73	COc1ccc(C(=O)N/N=C/c2cc(Cl)c(OCc3ccc(Cl)cc3)c(OC)c2)cc1	11
74	COc1ccc(C2(O)CN(Cc3ccc(Br)cc3)C3=CCCCN32)cc1 (stereo not given)	-7
75	COc1cccc(-c2ccc3c(N)c(C(=O)Nc4cccc(Cl)c4Cl)sc3n2)c1	7
76	COc1ccc(-c2cc(-c3cccs3)c(C#N)c(SCC#N)n2)cc1	1
77	Cc1cnccc1CNC(=O)CC1C(=O)NCCN1C1Cc2ccccc2C1 (stereo not given)	-1
78	CC1CCN(C(=O)c2c(NC(=O)c3ccccc3Cl)sc3c2CCC(C(C)(C)C)C3)CC1 (stereo not given)	4
79	Cc1cccc(C2N=C(N)Nc3nc4ccccc4n32)c1 (stereo not given)	8
80	CCCCNC(=O)CN(C1CCCCC1)S(C)(=O)=O	1
81	CCOC(=O)N1CCN(C(=O)c2cc(COc3ccc4sc(C)nc4c3)on2)CC1	-4
82	COc1ccc(N=C(Nc2ccc(OC)cc2)SCc2ccccn2)cc1	0
83	COc1ccc(C)cc1NC(=O)/C=C/c1ccc(C(C)(C)C)cc1	-1
84	Cc1cc(C)n(CC(=O)Nc2cc(F)ccc2F)c(=O)c1C#N	5
85	Cc1ccc(CNC(=O)C(=O)NCC(c2cccnc2)N2CCN(c3ccccc3F)CC2)cc1 (stereo not given)	0
86	CCCCOc1ccc(N=Cc2ccc[nH]2)cc1	2
87	CC1(C)C(=O)C2(C(=O)Nc3cccc(NC(=O)C45CCC(C4)C(C)(C)C5=O)n3)CCC1C2	-3
88	CSc1ccccc1C(=O)N1CCCC(CO)(Cc2ccccc2)C1 (stereo not given)	4
89	COc1ccccc1N1CCN(C(=O)c2cnc(N3CCCCC3)c3ccccc23)CC1	2
90	Cc1ccccc1OCCCCCc1c(C)n[nH]c1C	3
91	N/C(=N\O)C1COc2ccccc2O1 (stereo not given)	2
92	Cc1ccc(-n2ncc3c2CC(C)(C)CC3NC(=O)CCc2cn[nH]c2)cc1 (stereo not given)	4
93	O=C(CN1C(=O)S/C(=C\c2cc(Cl)c(O)c(Cl)c2)C1=O)Nc1ccccc1	3
94	Cn1c(=O)c(=O)n(C)c2cc(N3CCOCC3)c(NS(=O)(=O)c3ccc(Cl)cc3)cc21	-1
95	CCn1c(CNC(=O)c2ccccc2F)nnc1SCC(=O)Nc1cc(Cl)cc(Cl)c1	-5
96	COc1cccc(CN2CC(C(=O)NCCCSC)CCC2=O)c1 (stereo not given)	4
97	CC1CCCN(c2csc3ccc(F)cc3c2=O)C1 (stereo not given)	-5
98	O=C(O)c1ccccc1C(=O)c1cc2ccccc2cn1	-9
99	CCOc1cc(C2C3=C(CC(C)(C)CC3=O)N(CC(=O)O)C3=C2C(=O)CC(C)(C)C3)ccc1OCc1ccc(Cl)cc1	-9
100	CCN1CCN(CC(O)COc2ccc(CN(C)C3CCOCC3)cc2OC)CC1 (stereo not given)	12

Next part.
entry	mol	ROC1-CUL1 inh
101	CC/C(=N\NC(=O)c1ccccc1OC)c1ccc(Cl)cc1Cl	-2
102	O=C1c2ccccc2C(=O)N1c1cc([N+](=O)[O-])ccn1	5
103	COc1ccc(Cl)cc1N(C)C(=O)C(=O)Nc1ccc2nc3n(c(=O)c2c1)CCCCC3	-1
104	Cc1cccc(N2CCN(C(=O)C3CCCN(S(=O)(=O)c4cccc5nsnc45)C3)CC2)c1C (stereo not given)	-2
105	Cn1c(=O)n(C)c2cc(CNCc3ccc(C(=O)O)cc3)ccc21	-1
106	COc1ccc(-c2c(C)nn3c(C(F)(F)F)cc(-c4ccccc4)nc23)cc1OC	-2
107	Cc1nc(C)c(C(=O)NC(C)c2cnn(-c3ccccn3)c2C)s1 (stereo not given)	-6
108	O=[N+]([O-])c1ccc(C=Nc2ccc(Nc3ccccc3)cc2)cc1	4
109	Cc1ccc(OCc2nnc(NC(=O)c3ccc(C(C)(C)C)cc3)s2)cc1	-4
110	O=C1N(Cc2ccc(F)c(F)c2)CCCC1(O)CN1CCCO1 (stereo not given)	-8
111	O=S(=O)(Cc1ccccc1F)Nc1cccc(F)c1	10
112	Cc1cnc(C)c(N2C[C@H]3OC(=O)N(CCc4ccc(F)cc4)[C@H]3C2)n1	5
113	CCc1ccc(NC(=O)N2CCN(Cc3ccccc3)CC2)cc1	7
114	O=C(O)c1ccccc1SC1CC(=O)N(c2ccc(I)cc2)C1=O (stereo not given)	5
115	COc1ccc(C(C[N+](=O)[O-])C2(c3ccccc3)C(=O)c3ccccc3C2=O)cc1OC (stereo not given)	7
116	COc1cc(OC)c(NC(=O)Cc2cccc3ccccc23)cc1Cl	0
117	Cn1c(=O)c2c(-c3ccccc3)n(CCCO)cc2n(C)c1=O	-1
118	Cc1ccc(N(CC(=O)Nc2ccc(F)cc2F)S(=O)(=O)c2cccs2)cc1	10
119	COc1ccc2c(c1)SC(c1cccc(F)c1)CCN2CCCC(F)(F)F (stereo not given)	8
120	Cc1cccc(NC(=O)CSc2nnc(COc3ccccc3C)n2C)c1	4
121	CCOC(=O)c1ccc(NC(=O)C2(c3ccc(OC)c(OC)c3)CCCC2)cc1	11
122	O=S(=O)(Nc1ccc(O)c(Cl)c1)c1cccs1	-7
123	COc1ccc(C(=O)Nc2ccc(Cn3nc(C)cc3C)cc2)cc1COc1ccc(Br)cc1	3
124	Cc1cccc(C)c1Nc1c(-c2ccc(O)cc2)nc2sccn12	-2
125	CCOC(=O)c1c(N)n(-c2cc(C)cc(C)c2)c2nc3ccccc3nc12	4
126	Cc1ccccc1NC(=O)C1CCN(C(=O)c2ccccc2F)CC1	9

Four compounds already listed, sorted by the value under ROC1-CUL1 inh, rising.
entry	mol	ROC1-CUL1 inh
122	O=S(=O)(Nc1ccc(O)c(Cl)c1)c1cccs1	-7
97	CC1CCCN(c2csc3ccc(F)cc3c2=O)C1 (stereo not given)	-5
109	Cc1ccc(OCc2nnc(NC(=O)c3ccc(C(C)(C)C)cc3)s2)cc1	-4
112	Cc1cnc(C)c(N2C[C@H]3OC(=O)N(CCc4ccc(F)cc4)[C@H]3C2)n1	5
